From PubChem
PLCb3 inh = human PLC-beta3 inhibitors, primary screen, biochemical, fluorescence; 1-phosphatidylinositol 4,5-bisphosphate phosphodiesterase beta-3 (Homo sapiens), Q01970; Purified PLC-beta3, fluorogenic substrate; inhibition, % at 12.2 µM; 370,000 tested, 0.18% active; in the data active means inhibition above about 11%;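 further: 0% = median of compound wells on plate and 100% = full blocker control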
DDE Tn7 FP inh = inhibitors of Tn7 peptide binding to fibrin DD(E), primary screen, biochemical, fluorescence polarization, human fibrin, Tn7 probe | FP displacement of FITC-Tn7 peptide from fibrin DD(E); 0% = median of compound wells per plate | inhibition, % at 8.3 µM | 370,000 tested, 0.13% active | AID 720508, 2013;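 active means inhibition above the mean of compounds falling within the control limits plus 3 SD of them, cut at about 14% in these data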;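 further: 0% = plate median of compound wells and 100% = 10 µM Aha-Tn7 peptide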
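Assay system: human fibrin DD(E) protein / Input: 2 µM fibrin DD(E) / Benchmarks: high control of 10 µM Aha-Tn7 peptide / Measured by: fluorescence polarization of the labelled Tn7 tracer / Medium: Tris buffer with calcium and detergent, pH 7.8 / Timing: 10 min compound pre-incubation, 3 h probe incubation at room temperature / Repeats: one replicate per compound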
proKLK7 act = proKLK7 zymogen activators, primary screen, biochemical, fluorescence intensity; Kallikrein-7 (Homo sapiens), P49862; purified proKLK7, EDANS-DABCYL substrate fluorescence; 100% is mature enzyme control, 0% vehicle; activation, % at 7 µM; 370,000 tested, 0.9% active; AID 652039, 2013;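 active means activation above the mean of all tested compounds plus 3 SD, computed per campaign excluding outliers beyond control limits, cut at about 13% in these data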
Tn6 DDE FP = inhibitors of Tn6 peptide binding to fibrin DD(E), primary screen, biochemical, fluorescence polarization, human fibrin, Tn6 probe. Fibrin DD(E) TRITC-Tn6 fluorescence polarization displacement. inhibition, % at 8.3 µM. 370,000 tested, 0.21% active. AID 720509, 2013;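 active means inhibition above a per-campaign cutoff: mean of compounds within control limits plus 3 SD, cut at about 15% in these data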;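 further: 0% = median of all compound wells on the plate and 100% = blocking peptide control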
ADAM17 inh = ADAM17 inhibitors, primary screen, biochemical, QFRET | Disintegrin and metalloproteinase domain-containing protein 17 (Homo sapiens), P78536 | recombinant ADAM17, EDANS/DABCYL FRET peptide cleavage | inhibition, % at 6.95 µM | 370,000 tested, 0.83% active | AID 720648, 2013;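 active means inhibition above the mean of compounds lying between control limits plus 3 SD, set per campaign, cut at about 8.5% in these data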;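 further: 0% = DMSO-only wells as the low control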
PLCg1 inh = PLC-gamma1 enzyme inhibitors, primary screen, biochemical, fluorescence, purified enzyme. 370,000 tested, 0.84% active. inhibition, % at 12.2 µM. fluorogenic substrate. AID 720700, 2013; in the data active means inhibition above about 9.5%
UHRF1 MBD2 ctr = UHRF1 methylated DNA binding inhibitors, primary screen, counter-screen for MBD2 inhibitor project, biochemical, TR-FRET, human UHRF1, single concentration; 370,000 tested, 0.75% active; E3 ubiquitin-protein ligase UHRF1 (Homo sapiens), Q96T88; inhibition, % at 4.4 µM; UHRF1 binding to methylated oligo; in the data active means inhibition above about 21%;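 further: UHRF1 SRA domain binding a hemimethylated CpG hairpin DNA probe; 0% = median of test compound wells and 100% = reference inhibitor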
ASAP1 GAP inh = inhibitors of human ASAP1 ArfGAP activity, primary screen, biochemical, fluorescence polarization | 360,000 tested, 0.19% active | inhibition, % at 16.5 µM | ASAP1-stimulated ARF1 GTP hydrolysis, GDP FP detection | AID 624377, 2012; in the data active means inhibition above about 25%;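 further: 0% = vehicle with enzyme and substrate and 100% = no enzyme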
Target sequence (Q9ULH1 325-724 limits assumed): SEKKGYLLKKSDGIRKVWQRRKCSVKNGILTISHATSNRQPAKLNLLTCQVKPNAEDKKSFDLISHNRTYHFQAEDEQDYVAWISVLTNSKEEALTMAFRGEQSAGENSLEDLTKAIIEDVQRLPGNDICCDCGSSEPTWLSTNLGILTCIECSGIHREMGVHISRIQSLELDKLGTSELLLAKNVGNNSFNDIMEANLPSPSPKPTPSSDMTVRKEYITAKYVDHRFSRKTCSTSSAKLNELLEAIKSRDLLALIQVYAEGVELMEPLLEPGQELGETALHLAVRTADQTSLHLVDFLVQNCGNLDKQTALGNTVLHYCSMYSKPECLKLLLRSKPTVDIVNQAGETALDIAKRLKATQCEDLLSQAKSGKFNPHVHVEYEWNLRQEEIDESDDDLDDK
MBD2 inh = inhibitors of MBD2 binding to methylated DNA, primary screen, biochemical, TR-FRET, DNA-binding domain, human. MBD2 binding to methylated oligonucleotide. Methyl-CpG-binding domain protein 2 (Homo sapiens), Q9UBB5. AID 686964, 2013. inhibition, % at 4.4 µM. 370,000 tested, 0.31% active; in the data active means inhibition above about 13%
Target sequence (Q9UBB5 whole entry, looked up, the tested form may be a part): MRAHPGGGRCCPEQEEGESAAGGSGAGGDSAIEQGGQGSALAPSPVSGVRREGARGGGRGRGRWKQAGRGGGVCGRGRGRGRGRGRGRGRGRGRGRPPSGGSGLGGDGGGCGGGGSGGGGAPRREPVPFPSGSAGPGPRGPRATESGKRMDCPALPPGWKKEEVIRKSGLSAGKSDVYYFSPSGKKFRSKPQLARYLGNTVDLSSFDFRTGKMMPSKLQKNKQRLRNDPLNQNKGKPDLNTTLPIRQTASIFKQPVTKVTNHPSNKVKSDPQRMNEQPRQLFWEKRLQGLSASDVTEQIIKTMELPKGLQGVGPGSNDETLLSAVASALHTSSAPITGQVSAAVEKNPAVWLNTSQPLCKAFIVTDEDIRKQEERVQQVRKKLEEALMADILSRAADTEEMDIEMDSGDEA
ARFGAP1 inhibitor = inhibitors of rat ARFGAP1 GAP activity, primary screen, biochemical, fluorescence polarization, GDP tracer; ADP-ribosylation factor GTPase-activating protein 1 (Rattus norvegicus), Q62848; Arfgap1-stimulated ARF1 GTP hydrolysis, GDP FP detection; inhibition, % at 16.5 µM; 360,000 tested, 0.26% active; AID 651572, 2012;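 active means inhibition above a per-plate limit, mean inhibition of low control wells plus 3 SD, cut at about 25% in these data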;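 further: 0% = DMSO wells with enzyme and 100% = wells lacking Arfgap1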
Target sequence (Q62848 1-136 limits assumed): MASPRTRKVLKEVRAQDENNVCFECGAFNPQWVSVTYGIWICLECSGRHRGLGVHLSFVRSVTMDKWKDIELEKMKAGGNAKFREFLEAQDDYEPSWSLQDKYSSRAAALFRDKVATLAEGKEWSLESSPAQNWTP
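Material: rat Arfgap1 GAP domain (His6, aa 1-136), purified enzyme. Also added: human ARF1(Δ1-17)-GTP substrate. Compound dosing: 16.5 µM single point, 1.26% DMSO. Timing: enzyme reaction 120 min at 25 °C after 20 min preincubation. Signal: GDP detection by fluorescence polarization. Read-out basis: percent inhibition of GAP-stimulated GDP formation, scaled between DMSO and no-Arfgap1 medians.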
* marks the source's active call; other numbers are inactive results; i = inactive.

Sequence of screens – PLCb3 inh	DDE Tn7 FP inh	proKLK7 act	Tn6 DDE FP	ADAM17 inh	PLCg1 inh	UHRF1 MBD2 ctr	ASAP1 GAP inh	MBD2 inh	ARFGAP1 inhibitor
CCCCCN(C(=O)CCC(=O)OCCOc1ccccc1)c1c(N)n(CCCC)c(=O)[nH]c1=O
    -4.0	7.4	-0.6	-2.0	1.0	3.1	-2.3	6.5	-5.2	3.0
COc1ccccc1-n1c(CNC(=O)c2ccco2)nnc1SCC(=O)Nc1cc(C)ccc1C
    -1.4	-2.5	0.1	2.3	-4.5	0.5	2.9	-1.1	2.5	-0.6
CCSc1ccccc1C(=O)NCCCn1ccnc1
    -0.4	-1.1	-0.5	-14.6	-4.5	-0.2	2.3	0.3	2.6	-4.7
Cc1ccc(S(=O)(=O)NCC(=O)NCC2CCCCC2)cc1C
    -6.9	9.1	0.7	0.8	-2.5	-2.0	1.7	2.3	4.2	5.2
CC(Oc1ccccc1)C(=O)N=C1SC2CS(=O)(=O)CC2N1Cc1ccc(F)cc1 (stereo not given)
    -2.2	9.6	0.7	-2.1	-0.6	1.8	-4.7	-13.9	-5.2	-10.7
Cc1c(F)cccc1NS(=O)(=O)c1ccc2c(c1)c(=O)n(C)c(=O)n2C
    -0.5	2.9	0.1	3.9	0.0	2.9	-1.0	6.7	2.5	7.4
CCOC(=O)C1CCCN(S(=O)(=O)c2ccc3c(c2)CC(C)N3C(=O)C2CC2)C1 (stereo not given)
    -5.3	-0.1	-0.7	-1.9	-2.9	5.1	1.4	4.4	-2.4	6.4
Cc1ccccc1C(=O)Nc1ccccc1-c1nnn(CC(=O)Nc2ccc3c(c2)OCCO3)n1
    0.8	3.1	-1.1	5.3	-3.3	-2.8	0.3	-2.8	-1.0	0.5
Cc1ccnc(NC(=O)c2cccc(NC(=O)CC3SC(N4CCCCC4)=NC3=O)c2)c1 (stereo not given)
    -10.7	-2.9	0.8	-2.6	-0.2	-2.8	-0.6	18.5	0.9	-7.8
COCCCn1c(SCC(=O)NC2CCCCC2)nc2ccccc2c1=O
    -6.2	0.9	0.0	1.0	-3.7	3.7	-0.7	-12.8	0.2	7.7
Cc1ccc(-c2cc(C(=O)Nc3cc(C)on3)c3ccccc3n2)c(C)c1
    -34.6	2.5	-2.5	-3.8	-4.1	-29.6	-1.2	3.6	-5.6	8.0
O=C(CSc1ccc(-c2ccco2)nn1)Nc1ccc(F)cc1
    -12.2	-3.3	0.3	-0.6	-3.4	-10.7	-1.4	4.5	0.2	1.1
CN(C)CCN(C(=O)c1ccc(S(=O)(=O)N(C)c2ccccc2)cc1)c1nc2cc3c(cc2s1)OCO3
    -3.9	-4.2	0.1	1.2	2.1	2.5	1.7	-15.0	0.4	4.4
O=C(CCNC(=O)c1ccccc1Cl)NCCc1ccc(Cl)cc1
    0.6	5.1	0.0	5.8	-2.8	0.3	-0.3	-1.0	0.1	-6.9
CC1(C(=O)NCc2cccs2)Cc2c(-c3ccc(C(N)=O)cc3)ccnc2O1 (stereo not given)
    1.8	-0.7	-0.3	-1.4	-1.9	7.9	1.4	-2.6	3.2	-11.8
Nc1ccc(/C=C/C(=O)c2ccco2)cc1
    -47.5	-4.5	0.3	-0.6	-1.2	-45.6	-22.6	0.6	-14.6	-4.7
CCOC(=O)C1CCN(C/C=C/c2ccccc2)CC1
    -4.3	-5.8	0.6	-2.5	0.1	0.9	6.4	10.1	-3.7	12.1
CCOC(=O)c1nn(-c2ccccc2)c(=O)cc1SC(C)C
    5.3	-9.3	0.0	5.6	1.8	2.4	-2.1	10.3	0.9	-6.2
COc1cnn(-c2ccc(F)cc2)c(=O)c1Br
    2.9	-8.8	0.4	-2.1	-0.5	-1.2	1.8	5.9	4.5	11.9
Cc1ccc(-c2cc(C(=O)OCC(=O)N(C)C3CCS(=O)(=O)C3)c3ccccc3n2)o1 (stereo not given)
    i	-2.1	134.9*	-3.7	-53.7	-494.0	-2.4	-0.4	-0.7	15.5
Cc1nn(C)cc1CNC(=O)Nc1cccc(Cl)c1
    2.6	2.2	-0.2	-1.0	-0.9	0.9	3.8	5.8	2.9	18.7
Cc1cc(SCC(=O)NCCN2C(=O)CSC2=O)nc2ccccc12
    1.3	8.1	-0.3	9.0	0.8	-0.7	-1.3	7.5	-10.8	-1.0
CCC(C)c1ccccc1N1CC(C(=O)Nc2ccc(N3CCOCC3)cc2)CC1=O (stereo not given)
    -4.5	-4.2	1.2	2.9	0.8	-2.6	7.1	2.5	1.3	-3.2
COc1ccc(-c2c(C)cc3oc(=O)cc(-c4ccccc4)c3c2C)cc1OC
    2.3	-1.5	0.2	3.3	-1.1	3.5	-1.6	1.5	0.5	-5.6
COc1ccc(Cl)cc1NC(=O)CN(C)CC(=O)NC(C)c1ccccc1 (stereo not given)
    -4.6	-2.1	0.1	8.1	2.7	1.4	4.8	-2.2	3.7	4.3
O=[N+]([O-])c1ccc(S(=O)(=O)Nc2ccc(-c3ccccc3)cc2)cc1
    1.5	-2.3	-0.6	1.3	4.5	3.8	-1.9	5.8	2.5	2.3
COc1ccc(C(=O)NC(=S)NCc2cccnc2)cc1Cl
    -6.1	-0.4	-0.1	-10.9	-4.4	0.5	5.0	-7.4	8.5	3.6
COc1ccc(CNC(=O)c2cnn3c(C(F)F)cc(C)nc23)cc1OC
    -2.0	-3.5	0.1	-2.5	-3.5	-0.4	-0.8	-1.4	1.3	5.7
CCc1ccc(CNC(=O)C2CCCN(S(=O)(=O)N3CC(C)CC(C)C3)C2)cc1 (stereo not given)
    -2.9	9.3	-0.3	5.3	-1.1	-1.5	1.2	-3.0	0.1	4.7
O=C(N/C(=C/c1ccco1)C(=O)N1CCCCC1)c1cccs1
    -12.5	3.7	0.3	-2.2	-1.2	-11.1	-2.8	-2.5	-2.5	-6.6

Given with bars between the fields: 3 of the compounds above.
SMILES | PLCb3 inh | DDE Tn7 FP inh | proKLK7 act | Tn6 DDE FP | ADAM17 inh | PLCg1 inh | UHRF1 MBD2 ctr | ASAP1 GAP inh | MBD2 inh | ARFGAP1 inhibitor
Cc1ccc(-c2cc(C(=O)OCC(=O)N(C)C3CCS(=O)(=O)C3)c3ccccc3n2)o1 (stereo not given) | i | -2.1 | 134.9* | -3.7 | -53.7 | -494.0 | -2.4 | -0.4 | -0.7 | 15.5
Cc1nn(C)cc1CNC(=O)Nc1cccc(Cl)c1 | 2.6 | 2.2 | -0.2 | -1.0 | -0.9 | 0.9 | 3.8 | 5.8 | 2.9 | 18.7
Cc1cc(SCC(=O)NCCN2C(=O)CSC2=O)nc2ccccc12 | 1.3 | 8.1 | -0.3 | 9.0 | 0.8 | -0.7 | -1.3 | 7.5 | -10.8 | -1.0

Carrying on.
Sequence of screens – PLCb3 inh	DDE Tn7 FP inh	proKLK7 act	Tn6 DDE FP	ADAM17 inh	PLCg1 inh	UHRF1 MBD2 ctr	ASAP1 GAP inh	MBD2 inh	ARFGAP1 inhibitor
Cc1nc2ccccc2c(=O)n1NC(=O)c1ccccc1[N+](=O)[O-]
    0.3	-2.0	0.4	2.4	1.5	-0.1	1.8	-3.2	-2.9	3.1
COc1cc(-c2cc(-c3ccc(O)cc3)nc(N)c2C#N)ccc1O
    -297.7	-2.4	-0.1	-14.5	-26.6	-277.6	-0.9	15.7	-4.9	2.2
CC(N=Cc1nc(-c2ccccc2)oc1O)c1ccccc1 (stereo not given)
    15.1*	7.1	0.1	-6.2	4.9	14.1*	-2.8	3.2	-0.9	5.3
Cc1[nH]nc(SCC(=O)NCc2ccc(Cl)cc2)c1[N+](=O)[O-]
    4.1	-4.5	0.1	2.6	0.6	2.2	7.5	3.6	1.3	7.2
CC(C)Oc1cccc(-c2cc(C(=O)NN3CCOCC3)c3ccccc3n2)c1
    -35.2	-0.7	0.8	11.9	3.4	-18.3	1.8	3.4	-6.0	-3.9
CN1/C(=C\C(=O)c2oc3ccccc3c2N)C(C)(C)c2ccccc21
    -65.4	-9.0	-3.0	-8.8	-8.8	-56.5	0.2	10.1	1.4	3.0
CC(=O)N1CC(C)Sc2ccc(S(=O)(=O)N3CCCCC3)cc21 (stereo not given)
    -5.8	5.0	0.0	6.0	0.4	-0.5	-2.0	-4.0	-2.5	10.5
O=C(O)C[C@H]1c2cc(F)ccc2S(=O)(=O)N1C1CCN(Cc2ccccc2)CC1
    -1.6	-0.1	-0.5	-3.2	-1.4	-0.2	3.9	-9.5	-1.5	0.7
COc1ccc(OC)c(C2NC(=O)NC(C)=C2C(=O)OC2CCCCC2)c1 (stereo not given)
    -17.6	-0.7	18.6*	-3.9	-3.3	-5.8	1.1	2.9	2.5	-9.8
CC1CCN(S(=O)(=O)c2ccc(C(=O)N3CCCC3C(=O)O)cc2)CC1 (stereo not given)
    0.7	-7.2	0.7	3.1	-0.7	-0.6	57.5*	-6.2	2.5	7.2
CCN(CC)S(=O)(=O)c1ccc2c(c1)C(=NO)c1cc(S(=O)(=O)N(CC)CC)ccc1-2
    -9.1	2.6	-0.9	-8.2	-5.8	-2.6	1.6	2.5	9.5	9.8
CN(C)/C=C(\C#N)C(=O)c1cccnc1Oc1cccc(F)c1
    1.7	0.9	-0.2	2.7	-1.4	3.8	0.3	1.5	-2.6	5.1
Cn1c(=O)oc2cc(S(=O)(=O)NCCC(=O)NC3CCCc4ccccc43)ccc21 (stereo not given)
    -2.4	-5.8	0.2	3.7	0.3	1.7	2.4	5.7	4.8	-5.5
CCc1ccc(N(CC)C(=O)c2cn(C)c(=O)c3ccccc23)cc1
    -1.5	1.8	0.5	2.3	-3.0	-0.5	0.2	6.0	2.1	3.3
COC(=O)c1ccc(Cn2cnc3c(sc4nc(N5CCOCC5)c5c(c43)CCCC5)c2=O)o1
    -125.1	-9.6	-7.2	-2.1	-6.0	-106.6	20.0	5.0	0.5	-7.3
O=Cc1sc(=O)n(Cc2cccc(C(=O)O)c2)c1Cl
    -139.9	-3.1	0.3	-1.4	-1.2	0.9	2.0	2.0	2.1	2.6
